# High-throughput results deposited in PubChem by National Center for Advancing Translational Sciences (NCATS).
# Pol iota inh – qHTS for Inhibitors of Polymerase Iota | actives 1% (n = 390,000) | Pol iota fluorescent replication assay, 10 min | Potency, µM (series often up to 115 µM), for inactives: at the top dose activity, negative = inhibition, usual class: inhibitors | DNA polymerase iota (Homo sapiens), Q9UNA4
#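 Fluorescent replication assay read twice, at 0 min and 10 min after adding 50 nM (final) substrate. Enzyme (10 nM) and compounds were first incubated 15 min at room temperature; enzyme-free buffer wells were negative controls.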
# POLK inh – qHTS for Inhibitors of Polymerase Kappa | purified Pol kappa, fluorescent DNA synthesis assay, 10 min | actives 0.53% (n = 400,000) | Potency, µM (highest dose often 107 µM), for inactives: at the highest dose activity, negative = inhibition, most hits filed as inhibitors | DNA polymerase kappa (Homo sapiens), Q9UBT6; also: % is scaled to controls: 0 for no effect and ±100 for the full control effect
#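 Here, compound and 10 nM enzyme are combined for 15 min at room temperature; adding 50 nM substrate (final) starts DNA synthesis, tracked by fluorescence at 0 and 10 min against buffer-only wells.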
# JMJD2A Tudor – qHTS Assay for Inhibitors of JMJD2A-Tudor Domain | Lysine-specific demethylase 4A (Homo sapiens), O75164 | AlphaScreen JMJD2A-Tudor / H3K4me3 peptide binding | Potency, µM (top dose mostly 114 µM), for the others: at the highest dose activity change, negative = inhibition, actives largely listed as inhibitors | actives 4.4% (n = 390,000) | AID 504339, 2011; also: % is scaled to controls: 0 for no effect and ±100 for the full control effect; nearly all actives have a fitted effect of over 50% in size
# Pol eta inh – qHTS for Inhibitors of Polymerase Eta. DNA polymerase eta (Homo sapiens), Q9Y253. recombinant Pol eta, fluorescent DNA replication assay. Potency, µM (highest dose often 114 µM), for the others: at the highest dose activity change, negative = inhibition, most hits filed as inhibitors. actives 1.2% (n = 390,000); also: % is scaled to controls: 0 for no effect and ±100 for the full control effect
#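 Pol eta (10 nM) was preincubated with compounds for 15 min at room temperature, after which fluorescent replication substrate (50 nM final) was added to start the reaction. Fluorescence was read kinetically at 0 and 10 min.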
# BLM helicase inh – qHTS Assay for Inhibitors of Bloom's syndrome helicase (BLM). RecQ-like DNA helicase BLM (Homo sapiens), P54132. recombinant BLM DNA unwinding, fluorescence dequenching. Potency, µM (series often up to 56.1 µM), for the others: at the top dose activity change, negative = inhibition, most hits filed as inhibitors. actives 0.2% (n = 350,000). AID 2528, 2010;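 also: plate controls were vehicle for no effect and no enzyme for full effect; nearly all actives have a fitted effect of over 35% in size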
# Pol beta inh – qHTS Assay for Inhibitors of DNA Polymerase Beta; P06746; Pol beta primer extension/strand displacement, fluorescence kinetic; Potency, µM (highest dose often 114 µM), without a hit: top-dose activity change, negative = inhibition, usual class: inhibitors; actives 1.3% (n = 340,000); AID 485314, 2010; also: % is scaled to controls: 0 for no effect and ±100 for the full control effect
#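 Kinetic readout of DNA synthesis with strand displacement by Pol beta. Compound and 10 nM enzyme sit 15 min at room temperature; 50 nM substrate starts the reaction, read immediately and at 10 min.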
# G9a inh – qHTS Assay for Inhibitors of Histone Lysine Methyltransferase G9a; Histone-lysine N-methyltransferase EHMT2 (Homo sapiens), Q96KQ7; Potency, µM (titrated, usually from 102 µM), for the others: at the top dose activity, negative = inhibition, most hits filed as inhibitors; G9a H3K9 monomethylation, AlphaScreen, 2 h; actives 8.8% (n = 350,000); also: % is scaled to controls: 0 for no effect and ±100 for the full control effect; nearly all actives have a fitted effect of over 75% in size
# Target sequence (Q96KQ7 913-1193 limits assumed): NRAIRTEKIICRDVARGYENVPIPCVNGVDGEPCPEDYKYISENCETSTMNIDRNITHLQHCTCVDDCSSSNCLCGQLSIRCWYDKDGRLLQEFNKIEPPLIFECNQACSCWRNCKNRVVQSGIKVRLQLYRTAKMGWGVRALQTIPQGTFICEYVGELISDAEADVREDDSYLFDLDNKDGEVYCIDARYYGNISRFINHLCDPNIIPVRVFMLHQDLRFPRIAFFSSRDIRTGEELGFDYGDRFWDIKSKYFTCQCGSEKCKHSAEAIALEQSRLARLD
#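 AlphaScreen detection with an anti-monomethyl H3K9 antibody quantified product after a 2 h room-temperature reaction containing 500 nM biotinylated H3K9 peptide, 20 µM SAM and 20 nM enzyme, which had been preincubated 15 min with compound.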
# APEX1 inh – qHTS Assay for Inhibitors of the Human Apurinic/apyrimidinic Endonuclease 1 (APE1); recombinant APE1, TAMRA/BHQ-2 abasic DNA cleavage fluorescence; Potency, µM (top dose mostly 65.8 µM), for inactives: top-dose activity change, negative = inhibition, most hits filed as inhibitors; actives 0.35% (n = 350,000);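 also: plate controls were vehicle for no effect and reference inhibitor for full effect; nearly all actives have a fitted effect of over 55% in size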
# Target sequence (P27695 whole entry, looked up): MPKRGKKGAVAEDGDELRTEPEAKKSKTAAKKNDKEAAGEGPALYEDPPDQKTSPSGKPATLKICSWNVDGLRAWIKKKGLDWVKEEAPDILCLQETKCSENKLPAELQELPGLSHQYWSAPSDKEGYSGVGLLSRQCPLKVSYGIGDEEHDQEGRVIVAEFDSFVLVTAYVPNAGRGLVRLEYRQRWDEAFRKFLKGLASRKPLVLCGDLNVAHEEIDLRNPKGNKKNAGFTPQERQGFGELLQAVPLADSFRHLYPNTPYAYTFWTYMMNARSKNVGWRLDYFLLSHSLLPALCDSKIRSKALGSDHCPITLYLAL
#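 0.75 nM APE1 + cpd, 15 min RT; start w/ 50 nM TAMRA/BHQ-2 THF-abasic dsDNA; kinetic fluor 525/598 nm ×3 reads @60 s; Δ(read3−read1); normalized to DMSO and NSC13755 control wells.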
# BAZ2B inh – qHTS Assay for Inhibitors of BAZ2B; actives 4.4% (n = 360,000); AlphaScreen BAZ2B-H3K14Ac peptide displacement; Potency, µM (highest dose often 114 µM), without a hit: at the highest dose activity change, negative = inhibition, actives largely listed as inhibitors; also: % is scaled to controls: 0 for no effect and ±100 for the full control effect; nearly all actives have a fitted effect of over 60% in size
#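 AlphaScreen displacement: compounds (up to 110uM) incubated 30 min at room temperature with a preformed 50 nM BAZ2B/50 nM biotinylated H3K14Ac peptide complex in PBS pH 7.4 with Tween-20. Donor and acceptor beads at 10 ug/mL final added, 20 min light-protected before reading.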
# Numbers without * were called inactive; u = inconclusive; x = not tested or not shown; [ ] = remark or other dose. Calls follow the shape of the dose curve; as a rule, active = well fitted curve in the direction sought with a large enough effect; inconclusive = small, poorly fitted or top-dose-only effect, or another doubt; inactive = no such curve, though single readings can be large; an effect the other way counts as inactive or inconclusive. Potency is read from the fitted curve at half-maximal effect. A portion of the library (hit frequency here may not be typical).
# The line under a structure holds: Pol iota inh	POLK inh	JMJD2A Tudor	Pol eta inh	BLM helicase inh	Pol beta inh	G9a inh	APEX1 inh	BAZ2B inh
COc1cc(COCC(O)CN2CCCCC2C)cc(OC)c1OC (stereo not given)
  11%	-21%	-14%	-8%	-4%	-8%	17%	43%[activator]	-12%
CCOC(=O)N=S(=O)(Oc1ccc([N+](=O)[O-])cc1)c1ccccc1 (stereo not given)
  15%	-12%	-19%	-2%	-2%	-1%	10%[12.7 µM]	-3%	-8%
O=C(NCc1ccc(Cl)cc1)C(=O)c1c[nH]c2ccccc12
  -16%	-6%[60.1 µM]	-5%	-8%	-6%	u	-35%	-4%	-12%
CC(/C=C1\SC(=S)N(CC(=O)N2CCN(c3ccccc3)CC2)C1=O)=C\c1ccccc1
  -7%	-13%	-6%	-8%	-3%	-1%	-11%[59 µM]	3%	-37%
CCOc1ccc(C(=O)OC(C)C(=O)N2CCN(Cc3ccccc3)CC2)cc1 (stereo not given)
  33%[activator]	-8%	-7%	-14%	x	x	x	8%	x
O=C(Nc1ccc2ccccc2n1)c1ccccc1Cl
  -12%	-15%[60.1 µM]	3%	1%	-1%	39%	-8%[2.33 µM]	-15%	0%
CCOC(=O)c1sc2ccccc2c1S(=O)(=O)Nc1ccc(OC)c(Cl)c1
  -9%	25%	-23%	-9%	-9%	11%	u	x	-32%
Cc1ccc(C2CC(=O)n3nc(-c4ccc(F)cc4)nc3S2)cc1 (stereo not given)
  19%	15%	-1%	-13%	-3%	23%	-26%[59 µM]	x	2%
CCOC(=O)c1cnc(SCC(=O)c2ccccc2)nc1N
  11%	-7%	-20%	-17%	-2%	3%	28µM*	2%	x
O=C(O)CN1C(=O)C2(OCCCO2)c2ccccc21
  3%	7%	-9%	-7%	-3%	13%	-7%[12.7 µM]	1%	-3%
CN(CC(=O)Nc1ccncc1)S(=O)(=O)c1ccc(Cl)cc1
  9%	-10%	-1%	-12%	-1%	29%	-4%[59 µM]	11%	10%
O=C(C1CCC1)N1CCc2cc(S(=O)(=O)N3CCN(c4ccccc4)CC3)ccc21
  6%	-8%	-6%	-19%	-2%	1%	-3%[59 µM]	x	x
CC1CCCN(Cc2c(O)ccc3c2O/C(=C\c2ccco2)C3=O)C1 (stereo not given)
  1.6µM*	35µM*	u	45µM*	-5%	13µM*	3.5µM*	-1%	u
CCCCn1nc(C(=O)N(CC)CC(=O)Nc2c(F)cccc2F)c2ccccc2c1=O
  18%	1%	10%	-20%	x	x	-5%[59 µM]	20%	-2%
Cc1nn(C2CCS(=O)(=O)C2)c(Cl)c1/C=C/C(=O)OCC(=O)Nc1ccc2c(c1)OCO2 (stereo not given)
  15%	-10%	-3%	-3%	-1%	2%	-25%	-5%	-39%
O=C(c1cccnc1)N1CCc2ccccc2C1
  -11%[58.9 µM]	-25%	-8%	-9%	-2%	3%	-7%	-5%	5%
CSc1nc(NCCCO)c2c3c(sc2n1)CN(C)CC3
  3%	20%	-9%	-12%	-10%	4%	x	-4%	-11%
COc1cc2c(cc1OC(C)=O)CCCCC2=O
  6%	-3%	10%	-1%	x	x	x	x	x
CCNC(=S)N/N=C(\C)c1ccc(N2CCOCC2)cc1
  28%	-1%	-10%	-14%	0%	28%	-6%[59 µM]	2%	-32%
CCN(c1cccc(C)c1)S(=O)(=O)c1ccc(N2CCCCS2(=O)=O)cc1
  3%	-17%[60.1 µM]	-10%	-19%	0%	-13%	-5%[59 µM]	x	-1%
CCOC(=O)C1(Cc2cccc(OC)c2)CCN(Cc2cccc(O)c2)CC1
  97%[activator]	-12%	-9%[57.1 µM]	-22%	3%	3%	-7%	-2%	-14%
CCOc1cc(C(=O)OCC(=O)c2c[nH]c3ccccc23)ccc1OCC(=O)N1CCOCC1
  11%	-10%	1%	0%	0%	2%	5%	-2%	-3%
CCOc1ccc(C2c3c(oc4ccc(C)cc4c3=O)C(=O)N2CCCN(C)C)cc1 (stereo not given)
  5%	-6%[60.1 µM]	-2%	-21%	-2%	29%	5%[59 µM]	x	5%
COc1c(Cl)cc(Cl)cc1CNCCO
  11%	-6%	4%	-7%	-3%	-1%	8%	2%	-21%
O=C(COc1ccc(S(=O)(=O)NCc2ccccc2)cc1Cl)NCC1CCCO1 (stereo not given)
  -1%	-7%	2%	0%	-6%	-5%	15%[12.7 µM]	-2%	28%
CCOc1ccc(-c2c(=O)n(OCc3ccccn3)c3ccccc3[n+]2[O-])cc1
  17%	-14%	-5%	-3%	-9%	10%	17%	-6%	-9%
CC(=O)c1ccc(Sc2ccccc2)c([N+](=O)[O-])c1
  39%[activator]	-3%	u	-13%	-4%	-1%	22µM*	-2%	u
COc1cccc(/C=C/C(=O)OCC(=O)Nc2cccc(S(=O)(=O)N3CCOCC3)c2)c1OC
  57%[activator]	-19%	-21%	-13%	-9%	-22%	3%	u	-17%
O=C1NC2(C=Cc3c(ccc4ccccc34)O2)Oc2ccccc21 (stereo not given)
  2%	-22%	-16%	1%	-10%	9%	x	4%	2%
CCn1cc(CN2CCC(C(=O)Nc3cccc(-c4cccc(OC)c4)c3)CC2)cn1
  14%	-8%	-8%	-11%	1%	31%	66%[activator]	25%	-11%
Cc1cc(C)c(S(=O)(=O)N2CCN(c3ccc([N+](=O)[O-])c(NCc4ccco4)c3)CC2)c(C)c1
  -1%	-7%	-21%	-11%	-3%	57%[activator]	-40%	-2%	-37%
COc1ccc(-c2cc3nc(C)c(CCC(=O)NCCc4ccc(Cl)cc4)c(C)n3n2)c(OC)c1
  45%[activator]	-1%	-5%	-25%	-7%	16%	-14%[59 µM]	x	-18%
COCCCN(C(=O)c1ccccc1F)c1nc(-c2ccc(OC)cc2)cs1
  -8%	-1%	2%	-11%	-6%	-19%	9%	-21%	1%
CCOc1ccc2[nH]c(=O)c(=O)[nH]c2c1
  25%	-10%	5%	u	-11%	24%	-30%[12.7 µM]	u	-6%
COC(=O)c1cc(C)nc(Sc2ccccc2NC(C)=O)n1
  32%	2%	1%	-16%	-5%	-3%	x	2%	2%
Nc1ccc(CCc2nc3ccccc3o2)cc1
  23%	11%	-33%	-10%	-5%	1%	-7%[12.7 µM]	-1%	u
CN1C(=O)c2cccc3c(S(=O)(=O)Nc4ccccn4)ccc1c23
  -4%	-3%	-11%	-15%	3%	u	u	10%	6%
Cc1cccc(Cc2cnc(N3C(=N)SC(C)C3=O)s2)c1 (stereo not given)
  59%[activator]	1%	-25%	6%	-1%	12%	64%[activator][59 µM]	1%	-5%
Cc1ccc(S(=O)(=O)N=S(CC2CC2(Cl)Cl)CC2CC2(Cl)Cl)cc1 (stereo not given)
  3%	-8%	-10%	-3%	-5%	-2%	7%[59 µM]	-1%	6%
CCN1CCN(S(=O)(=O)c2ccc(Cl)c(C(=O)NC(C)(C)C)c2)CC1
  u	u	4%	-5%	1%	0%	-34%	0%	-4%
COc1cc2c(cc1OC)C(c1cccs1)N(C(=O)c1cccnc1)CC2 (stereo not given)
  7%	-7%	-11%	-17%	-2%	16%	-4%	-2%	-7%
NS(=O)(=O)c1ccc(NS(=O)(=O)c2cccs2)cc1
  21%	-4%	-8%	-15%	1%	-2%	-33%[12.7 µM]	6%	6%
O=C(O)CC1S/C(=N\N=C2CCCCCC2)N(c2ccccc2)C1=O (stereo not given)
  12%	u	-13%	4%	2%	-10%	-3%	-3%	-13%
N#CCCCSc1nnc(-c2ccccn2)o1
  8%	-3%	-7%	-8%	-3%	1%	-26%[59 µM]	2%	x
O=C(c1ccc(Cn2cc(Br)cn2)cc1)N1CCN(c2ccccc2)CC1
  51%[activator]	8%	u	4%	-9%	19%	-15%[12.7 µM]	-1%	-30%
Cc1ccc2[nH]c3c(c2c1)CN(C(=O)CN1CC(C)OC(C)C1)CC3 (stereo not given)
  58%[activator]	-13%	-21%[11.4 µM]	u	-6%	0%	u	-5%	-2%
COc1cc(Cl)c(C)cc1NC(=O)CSc1sc2c(O)cc(=O)[nH]c2c1C#N
  u	-34%	56µM*	28µM*	-14%	u	u	9%[12.4 µM]	40µM*
O=c1cc(-c2ccccc2)nc(SCc2ccc(Cl)cc2)[nH]1
  15%	-5%	6%	-19%	0%	10%	1%[59 µM]	-2%	-5%
CC(C)S(=O)(=O)c1nsc2nc(=O)c(/C=C3\C=Nc4ccccc43)c(N)n12
  -12%	u	-24%	32µM*	-10%	40µM*	u	u	u
Cc1nn(CC(=O)N2CCN(C(=O)c3ccco3)CC2)c(C)c1[N+](=O)[O-]
  3%	-1%	-7%	-10%	x	x	x	5%	x
O=C(NCCc1ccccc1)c1ccc(S(=O)(=O)N2CCCC2)cc1
  -2%	-5%	-9%	-16%	x	x	8%[12.7 µM]	-2%	15%

# A stretch from the list above, for reference:
# The line under a structure holds: Pol iota inh	POLK inh	JMJD2A Tudor	Pol eta inh	BLM helicase inh	Pol beta inh	G9a inh	APEX1 inh	BAZ2B inh
Cc1cc(C)c(S(=O)(=O)N2CCN(c3ccc([N+](=O)[O-])c(NCc4ccco4)c3)CC2)c(C)c1
  -1%	-7%	-21%	-11%	-3%	57%[activator]	-40%	-2%	-37%
COc1ccc(-c2cc3nc(C)c(CCC(=O)NCCc4ccc(Cl)cc4)c(C)n3n2)c(OC)c1
  45%[activator]	-1%	-5%	-25%	-7%	16%	-14%[59 µM]	x	-18%

# Some of these compounds in order of the G9a inh value, falling.
structure | Pol iota inh | POLK inh | JMJD2A Tudor | Pol eta inh | BLM helicase inh | Pol beta inh | G9a inh | BAZ2B inh
COCCCN(C(=O)c1ccccc1F)c1nc(-c2ccc(OC)cc2)cs1 | -8% | -1% | 2% | -11% | -6% | -19% | 9% | 1%
O=C(O)CC1S/C(=N\N=C2CCCCCC2)N(c2ccccc2)C1=O (stereo not given) | 12% | u | -13% | 4% | 2% | -10% | -3% | -13%
Cc1cc(C)c(S(=O)(=O)N2CCN(c3ccc([N+](=O)[O-])c(NCc4ccco4)c3)CC2)c(C)c1 | -1% | -7% | -21% | -11% | -3% | 57%[activator] | -40% | -37%
